ATXN viability: Viability Counterscreen for Primary qHTS for Inhibitors of ATXN expression. S2 cells (HEK-293 line with an ATXN2-luciferase reporter) viability, CellTiter-Fluor protease fluorescence, 24 h. Potency, µM (doses to about 56.7 µM), usual class: cytotoxic. 400,000 compounds, 0.49% hits. AID 651635, 2014; further: potency means the concentration at half of the fitted maximal effect; nearly all actives have a fitted effect of over 40% in size
SW480 rereplic: A quantitative high throughput screen for small molecules that induce DNA re-replication in SW480 colon adenocarcinoma cells. Potency, µM (titrated, usually from 46.1 µM), for inactives: top-dose re-replication activation, usual class: activators. 340,000 compounds, 1.8% hits. SW480 DNA re-replication, Hoechst DNA content imaging, 48 h; further: potency means the concentration at half of the fitted maximal effect; % of control where 0% means no effect; nearly all actives have a fitted effect of over 55% in size
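Treated cells incubate 48 hr (37 C, 5% CO2), are stained 40 min with Hoechst, and nuclear fluorescence is enumerated; a rise in nuclei with high DNA signal marks re-replication.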
IL-1B inflam inh: qHTS for Inhibitors of Inflammasome Signaling: IL-1-beta AlphaLISA Primary Screen. THP-1 LPS/ATP IL-1B secretion, AlphaLISA, 16 h; stronger effect = lower value. 360,000 compounds, 4.7% hits. AID 743279, 2014. activity change, % at 57.5 µM; in the data active means activity change below about -50%; inconclusive means mostly about -30% to -49%; further: on the % scale 0 is the no-effect control and ±100 the full control effect
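THP-1 cells pretreated 1 hr with compounds (up to 57.5 uM final), then stimulated with LPS (250 ng/mL final) plus ATP (1.25 mM final); secreted IL-1B measured by AlphaLISA after 16 hr, decreased signal indicating inhibition.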
ATXN2 expr inh: Primary qHTS for Inhibitors of ATXN expression. HEK-293 ATXN2-luciferase reporter, luminescence, 24 h. Potency, µM (doses to about 57 µM), for inactives: at the highest dose activity change, negative = inhibition, usual class: inhibitors. 360,000 compounds, 0.72% hits. AID 1745845, 2022; further: potency means the concentration at half of the fitted maximal effect; on the % scale 0 is the no-effect control and ±100 the full control effect; nearly all actives have a fitted effect of over 55% in size
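qHTS (up to 57 uM final) was run with 24 h compound exposure of reporter cells at 37 °C. Each well was multiplexed: SteadyGlo luminescence measured ATXN2-luciferase expression after a fluorogenic Gly-Phe-AFC viability readout (25 uM final).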
HT1080 IDH1KD tx: qHTS for induction of synthetic lethality in tumor cells producing 2HG: qHTS for the HT-1080-IDH1KD cell line. HT-1080 IDH1 knockdown viability, ATP luminescence, 48 h. Potency, µM (series often up to 46.1 µM), for the others: at the highest dose activity, negative = toxicity, actives largely listed as cytotoxic. 360,000 compounds, 2% hits. AID 686971, 2013;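 further: potency means the concentration at half of the fitted maximal effect; 0% = DMSO wells and -100% = cell-free medium wells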
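Cytotoxicity counter-line: IDH1KD HT-1080, 48 h, CellTiter-Glo. Curves classed by r2, magnitude and activity.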
MCF10A rereplic: A quantitative high throughput screen for small molecules that induce DNA re-replication in MCF 10a normal breast cells | MCF 10A DNA re-replication, Hoechst nuclear intensity, 48 h | Potency, µM (series often up to 46.1 µM), inactives show top-dose activity, positive = re-replication, actives largely listed as activators | 350,000 compounds, 2.9% hits | AID 624296, 2012; further: potency means the concentration at half of the fitted maximal effect; % of control where 0% means no effect; nearly all actives have a fitted effect of over 50% in size
KB-3-1 cytotox: qHTS assay for MDR1-selective chemotherapeutics: Primary screen using the parental adenocarcinoma cell KB-3-1; KB-3-1 viability, CellTiter-Glo ATP luminescence, 72 h; Potency, µM (series often up to 46.1 µM), for the others: at the highest dose activity change, negative = cytotoxic, most hits filed as cytotoxic; 400,000 compounds, 1.4% hits; further: potency means the concentration at half of the fitted maximal effect; on the % scale 0 is the no-effect control and ±100 the full control effect; nearly all actives have a fitted effect of over 60% in size
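Using CellTiter-Glo luminescence, growth of non-resistant KB-3-1 adenocarcinoma cells is assessed 72 h after pin-tool compound addition at 37 °C. Normalized responses across the concentration series yield fitted curves.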
HepG2 tox: qHTS for Inhibitors of TGF-b: Cytotox Counterscreen. Potency, µM (highest dose often 46.1 µM), inactives show at the top dose activity change, negative = cytotoxicity, usual class: cytotoxic. HepG2 CAGA-GFP viability, ATP luminescence, 18 h. AID 588856, 2011. 410,000 compounds, 0.76% hits; further: potency means the concentration at half of the fitted maximal effect; some results filed as inactive show a strong effect at the top dose
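CellTiter-Glo luminescence gave cytotoxicity after 18 hours at 37 degrees C. The cells were HepG2 CAGA-GFP in 1% FBS DMEM, stimulated with 500 pg/mL TGF-beta after compound addition. %Activity was normalised to no-cell wells (complete cell-killing) and DMSO (no toxicity), and curves were fitted and classified.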
HT1080-NT tox: qHTS for induction of synthetic lethality in tumor cells producing 2HG: qHTS for the HT-1080-NT fibrosarcoma cell line; HT-1080-NT fibrosarcoma viability, CellTiter-Glo ATP luminescence, 48 h; Potency, µM (highest dose often 46.1 µM), for the others: at the highest dose activity, negative = less viability, actives largely listed as cytotoxic; 360,000 compounds, 1.6% hits; AID 686970, 2013;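 further: NT is the 2HG producing partner of a matched IDH1 knockdown line; potency means the concentration at half of the fitted maximal effect; 0% = DMSO-treated cells and -100% = media-only wells without cells; nearly all actives have a fitted effect of over 55% in size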
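Fibrosarcoma NT cells, 750 per well in 5% FBS RPMI, were exposed to compound for 48 hours. Viability: CellTiter-Glo luminescence.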
Starred values were filed as active, the others as inactive; i = inactive; ? = inconclusive; . = not tested or not shown; & = joins results of further samples; [ ] = dose if it differs, or a comment. Unless noted, the call rests on the fitted dose curve; in most records, active means well fitted curve in the direction sought with a large enough effect; inconclusive means small, poorly fitted or top-dose-only effect, or another doubt; inactive means no such curve, though single readings can be large; an effect the other way counts as inactive or inconclusive.

SMILES | ATXN viability | SW480 rereplic | IL-1B inflam inh | ATXN2 expr inh | HT1080 IDH1KD tx | MCF10A rereplic | KB-3-1 cytotox | HepG2 tox | HT1080-NT tox
CC1=C(C(=O)Nc2ccccc2)C(c2ccc(Br)cc2)n2nc(CCCO)nc2N1 (stereo not given) | i | . | . | 12% | . | . | 4% | -2% | .
O=C(CCN1C(=O)c2ccccc2C1=O)Nc1ccc(S(=O)(=O)N2CCOCC2)cc1 | i | -5% | -19 | 7% | 5% | 22% | -4% | -18% | 2%
CSc1nc(C2CC2)cc(-c2cccs2)c1C#N | i | 19% | ? | -2% | ? | 2% | ? | -34% | 32µM*
Cc1nc(C)c(CCNS(=O)(=O)c2ccc(F)cc2)s1 | i | . | . | -6% | . | . | -26% | -2% | .
CCCCCC(=O)Nc1nc(C)c(-c2csc(Nc3ccccc3OC)n2)s1 | ? | -10% | -8 | -1% | -11% | ? | 0% | -4% | -7%
O=C1NC(=Nc2ccccc2Br)SC1(CO)CO | i | -6% | 20 | . | 6% | 1% | 1% | -2% | 19%
COc1ccc(NC(=O)c2cc(-c3ccco3)nc3ccccc23)cn1 | i | -24% | 6 | 3% | 3% | 0% | -8% | 8% | -4%
CCN(C(=O)CCCCC(=O)N(CC)c1ccccc1)c1ccccc1 | i | -3% | 18 | 4% | 7% | 17% | 3% | -15% | 14%
CC(Sc1nnc(Cc2ccc([N+](=O)[O-])cc2)o1)C(N)=O (stereo not given) | i | ? | 11 | -3% | 0% | -15% | 1% | -15% | -3%
Cc1ccc(S(=O)(=O)N(C)C)cc1NC(=O)c1ccc(OC(F)(F)F)cc1 | i | 8% | 0 | -8% | 0% | -6% | -4% | 13% | 1%
COc1cccc(=O)c2c(C)n(-c3cc(C)cc(C)c3)c(C)c12 | i | 0% | ? | -4% | -10% | ? | -9% | -29% | -2%
COc1ccc(CCNc2nc(-c3sc(N)nc3C)cs2)cc1OC | i | 6% | 0 | -17% | -2% | -33% | -3% | 6% | -2%
O=C(COc1ccc(F)c(Cl)c1)c1ccc[nH]1 | i | -10% | -18 | 45%[activator] | 1% | 8% | 6% | -20% | 5%
C[C@@H](NC(=O)c1[nH]cnc1C(=O)Nc1cccc(Cl)c1)c1ccccc1 | ? | -7%[9.22 µM] | 6 | -16% | ? | 12µM* | -22% | -12% | ?
O=C(CN1CCSC1=O)N1CCN(S(=O)(=O)c2ccc(F)cc2)CC1 | i | 0% | 2 | 2% | 0% | 0% | -2% | -2% | -4%
COc1ccc(S(=O)(=O)N(CC(=O)NCc2cccnc2)Cc2ccccc2)cc1 | i | 6% | 15 | . | 7% | 1% | 22% | -23% | -4%
CCN(CC)CCNC(=O)c1cn(CC)c2ccc(S(=O)(=O)N(C)C)cc2c1=O | i | -3% | 16 | 5% | -3% | 0% | 0% | 11% | -1%
CCCC(=O)Nc1c(-c2ccccc2Cl)c(=O)c2ccccc2n1C | i | 28% | -12 | -18% | 16% | -5% | 0% | -23% | 11%
O=C(COc1ccc([N+](=O)[O-])cc1Cl)N(C1CCCCC1)C1CCS(=O)(=O)C1 (stereo not given) | i | . | -3 | -3% | 0% | . | 0% | -2% | -5%
O=C(Cc1cccc2ccccc12)NCC(=O)N1CCN(Cc2cccc(C(F)(F)F)c2)CC1 | i | -10% | -13 | . | -23% | 11% | ? | -36% | -23%
CCCn1nnc(NC(=S)NC(=O)c2ccccc2OC)n1 | . | -3% | -5 | . | 8% | -1% | 9% | -8% | 12%
CCOC(=O)c1ccc(Oc2nc(NC)nc(SC)n2)cc1 | i | 2% | -5 | -20% | -2% | -5% | 5% | -24% | 12%
O=C(COC(=O)/C=C/c1ccc(S(=O)(=O)N2CCOCC2)cc1)NCc1ccc(Cl)cc1 | i | 5% | 4 | 1% | 0% | ? | -10% | 0% | -3%
O=C1CC(NS(=O)(=O)c2cccnc2)CN1c1ccc(Cl)cc1 (stereo not given) | i | 0% | 2 | 3% | -8% | -2% | 0% | -2% | -1%
S=C(Nc1cccc(Cl)c1Cl)N1CCC2(CC1)OCCO2 | i | -3% | 9 | -3% | 5% | 0% | 11% | 1% | 17%
O=C(c1nc2ccccn2c1CNCCn1ccc2ccccc21)N1CCOCC1 | ? | -5% | 14 | -16% | -1% | 2% | 2% | -6% | 0%
CCCNC(=O)c1cc(Cl)c(NC(=O)C2=CSCCO2)cc1OC | i | 4% | ? | 48%[activator] | 13% | 2% | ? | 4% | ?
CCOP(=O)(OCC)/C(=C/N1CCCCC1)NC(=O)c1ccccc1 | i | -124%[inhibitor] | -7 | 6% | 5% | 1% | 16% | -3% | 24%
CC(C)NC(=O)c1cc(C2CCCCN2S(=O)(=O)c2ccc(C#N)cc2)on1 (stereo not given) | i | . | -20 | 10% | 6% | . | 0% | 13% | -1%
O=C(Nc1ccccc1-c1ccccc1)c1cccs1 | i | 1% | -12 | -21% | -9% | -4% | -12% | 2% | -15%

Some of these compounds in order of number of heavy atoms, low to high.
SMILES | ATXN viability | SW480 rereplic | IL-1B inflam inh | ATXN2 expr inh | HT1080 IDH1KD tx | MCF10A rereplic | KB-3-1 cytotox | HepG2 tox | HT1080-NT tox
CCCC(=O)Nc1c(-c2ccccc2Cl)c(=O)c2ccccc2n1C | i | 28% | -12 | -18% | 16% | -5% | 0% | -23% | 11%
COc1ccc(S(=O)(=O)N(CC(=O)NCc2cccnc2)Cc2ccccc2)cc1 | i | 6% | 15 | . | 7% | 1% | 22% | -23% | -4%
O=C(COC(=O)/C=C/c1ccc(S(=O)(=O)N2CCOCC2)cc1)NCc1ccc(Cl)cc1 | i | 5% | 4 | 1% | 0% | ? | -10% | 0% | -3%

Carrying on:
SMILES | ATXN viability | SW480 rereplic | IL-1B inflam inh | ATXN2 expr inh | HT1080 IDH1KD tx | MCF10A rereplic | KB-3-1 cytotox | HepG2 tox | HT1080-NT tox
COC(=O)c1ccccc1-n1c(C)nc(=O)c(-c2ccccc2)c1C | i | . | 1 | . | 12% | . | 0% | 18% | 5%
O=C(O)CCn1c2c(c3ccccc31)CCCC2 | i | -1% | 60 | 3% | -6% | -1% | -7% | 6% | -7%
Cc1ccc(S(=O)(=O)N2CCOCC2)cc1C(=O)N1CCN(c2ccc(C(F)(F)F)cn2)CC1 | i | -6% | -11 | -26% | -7% | ? | -1% | 1% | ?
COc1cccc(NC(=O)N(C)C[C@H]2Oc3ncc(Br)cc3C(=O)N([C@H](C)CO)C[C@H]2C)c1 | i | . | -9 | 2% | 0% | . | 16% | -9% | 6%
S=C(NCCc1ccccc1)NCc1cccs1 | i | 3% | 21 | 39%[activator] | -7% | 6% | -14% | 3% | -2%
Cc1ccc2oc(-c3ccccc3)nc2c1 | i | 1% | 26 | 65%[activator] | 7% | -3% | -7% | -39% | 1%
O=C(NC(Cc1ccccc1)C(=O)N1CCN(c2ccc(F)cc2)CC1)c1ccccc1 (stereo not given) | i | . | 7 | . | 0% | . | 7% | -7% | 3%
Cc1csc(SCC(=O)Nc2ccc(CC#N)cc2)n1 | i | . | -21 | . | 0% | . | -6% | 2% | -5%
O=S1(=O)CCC(NS(=O)(=O)c2ccc3ccccc3c2)C1 (stereo not given) | i | -18% | 13 | -9% | -12% | -20% | 1% | -6% | -13%
COc1ccc(OC)c(/C=C/C(=O)OCC(=O)NC2CCCCCCC2)c1 | i | -4% | 13 | . | 10% | 14% | 0% | 34% | 6%
Cc1occc1-c1nnc(SCC(=O)N2CCOCC2)o1 | i | 1% | 2 | 21% | 11% | 11% | -5% | 9% | 6%
COc1cc(C(=O)OCC(=O)c2ccccc2)cc2c1OCCO2 | i | -15% | -7 | . | -3% | 16% | 0% | -26% | -4%
CCc1ccc(CN(C(=O)c2oc3ccccc3c2C)C2CCS(=O)(=O)C2)cc1 (stereo not given) | ? | 5% | -27 | -7% | -6% | 0% | ? | -19% | 0%
CC(C)[C@@H](C(=O)NC1CCN(Cc2ccccc2)CC1)N1C(=O)N2CCc3c([nH]c4ccccc34)[C@@]2(C)C1=O | ? | 24% | ? | ? | -23% | ? | -16% | -16% | -14%
CCCCOc1ccc(NC(=O)Nc2nnc(C)s2)cc1 | i | -15% | 28 | . | -15% | 0% | -1% | 0% | 0%
CCOC(=O)c1ccc2c(c1)N(Cc1ccc(F)cc1Cl)C(=O)c1ccccc1S2(=O)=O | i | . | . | 14% | . | . | -20% | 2% | .
COC(=O)C1=CN(c2ccc(Oc3ccccc3)cc2)C(N)=C(C#N)C1c1ccccc1 (stereo not given) | . | . | -1 | . | -23% | . | -2% | . | -22%
COc1ccc(C(=O)/C=C/c2ccccc2C(F)(F)F)cc1 | i | 1% | -73* | 3% | ? | 1% | 11% | -40% | ?
O=C(N/N=C/c1cccnc1)c1ccc(Cl)c(Cl)c1 | i | -13% | 7 | 4% | 7% | -2% | 12% | 5% | 1%
CC(c1ccccc1)N1CC(C(=O)Nc2ccc(F)cc2)CC1=O (stereo not given) | i | ? | ? | -3% | -2% | 9% | 0% | -16% | -2%[9.24 µM]
Cc1cc(NC(=O)c2cc(-c3ccncc3)nc3ccccc23)ccc1Br | ? | 10% | -50* | ? | -21% | ? | ? | 5% | 3%
Nc1ccc(S(=O)(=O)Nc2ccnn2-c2ccccc2)cc1 | i | -28% | 20 | 3% | 4% | -1% | 0%&0%&0% | -53%&-57%&-11% | 9%
Cc1cccc(OCC(=O)OCC(=O)Nc2sccc2C(N)=O)c1 | i | -3% | 5 | -8% | 0% | -4% | -5% | -4% | -2%
CCCCC1CCC(/C(N)=N/O)CC1 (stereo not given) | i | -1% | -13 | -8% | -17% | 21% | -5% | -20% | -11%
COc1cccc(CNC(=O)c2n[nH]c3ccccc23)c1 | i | -3% | -5 | 4% | -15% | 1% | 0% | -4% | -22%

Screening data as filed in PubChem.
